Bioassay records deposited in PubChem by several laboratories.
Bfl-1 inhibitors: Bfl-1 inhibitors, primary screen, biochemical, fluorescence polarization, FITC-Bid, mouse (AID 432). FITC-Bid BH3 peptide fluorescence polarization displacement; higher % means a stronger effect. 64,000 tested, 0.02% active. displacement, % at 20 µM, or IC50 in µM where a hit was titrated; in the data active means a potency from the dose series; inactive means the rest, 99 in 100 with displacement below about 15%; further: strong numbers were not always called active
HT1080 cytotoxicity: HT1080 cell viability loss – fluorescence readout (AID 620). HT1080 viability, fluorescence; higher % means a stronger effect. cytotoxicity, % at 10 µM; hits with a dose series show EC50 in µM. 87,000 tested, 0.42% active;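 further: cells exposed to compound overnight then 4 h with Alamar Blue; 0% = vehicle DMSO and 100% = killing control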
DPM-DC inhibit: inhibitors of Streptococcus pneumoniae diphosphomevalonate decarboxylase; AID 556; 65,000 tested, 0.49% active; purified DPM-DC, PK/LDH coupled NADH fluorescence; calls only at 10 µM;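 active means the 320 compounds with the highest percent inhibition in the single-dose primary screen, excluding strongly autofluorescent ones, cut at about 32% in these data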;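 further: kinetic rate of NADH fluorescence loss reporting ADP formed by the decarboxylase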
TNAP inhibition: inhibition of tissue-nonspecific alkaline phosphatase – biochemical, luminescent (AID 518); purified TNAP enzyme, luminescent substrate readout; higher % means a stronger effect; one-dose inhibition, % at 20 µM; IC50 in µM for titrated hits; 64,000 tested, 0.09% active; in the data active means a potency from the dose series; inactive means the rest, 99 in 100 with inhibition below about 22%;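 further: plate controls were vehicle for no effect and reference inhibitor for full effect; many of its hits are not listed in these tables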
HPDE-C7 viability: cytotoxicity in HPDE-C7 cells, cell-based, fluorescence, HTS (AID 430). HPDE-C7 pancreatic duct cells viability, fluorescence; higher % means a stronger effect. one-dose cytotoxicity, % at 10 µM; EC50 in µM for titrated hits. 63,000 tested, 1.8% active;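 further: cells exposed to compound for 48 hours before viability readout; 0% = vehicle and 100% = reference cytotoxic drug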
PMK inhibit: inhibitors of Streptococcus pneumoniae phosphomevalonate kinase | inhibition, % at 10 µM | 65,000 tested, 0.49% active | AID 539 | purified PMK, PK/LDH-coupled NADH absorbance 340 nm;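 active means top-ranked compounds by inhibition in the single 10 µM screen, taking a fixed number of the strongest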;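 further: 0% = full reaction with DMSO carrier and 100% = background rate without enzyme reaction; no value below 0 was filed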
KRASV12 cytotoxicity: viability loss of HPDE-C7K cells – cell-based, fluorescence, HTS, primary screen (AID 431) | HPDE-C7K KRASV12 cells, Alamar Blue viability, 48 h; higher % means a stronger effect | 63,000 tested, 1.7% active | cytotoxicity, % at 10 µM; hits with a dose series show EC50 in µM;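 active means compounds whose percent cytotoxicity in the single-dose primary screen, scaled between solvent and toxic-drug controls, exceeds 50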;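 further: 0% = DMSO solvent wells and 100% = doxorubicin-treated wells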
LYP phosphatase: inhibition of human PTPN22 tyrosine phosphatase – biochemical, DiFMUP fluorescence, recombinant catalytic domain, 10 µM, primary screen (AID 606); 52,000 tested, under 10 active; recombinant LYP catalytic domain, DiFMUP fluorescence; higher % means a stronger effect; one-dose inhibition, % at 10 µM; IC50 in µM for titrated hits;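 active means IC50 under 40 µM in the dose-response test; inactive means IC50 of 40 µM or more, or never dose-tested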
Spn MK inh: inhibitors of Streptococcus pneumoniae mevalonate kinase; inhibition, % at 10 µM; AID 555; 65,000 tested, 0.48% active; purified MK, PK/LDH-coupled NADH absorbance 340 nm;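 active means ranked among the strongest by inhibition in the single 10 µM screen, a fixed top-ranked set picked for dose follow-up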; further: no value below 0 was filed
PMK inhibit pilot replicates: recorded beside PMK inhibit, whose call it bears; inhibition, %; measured here: pilot screen replicates
Spn MK inh pilot replicates: second read-out of Spn MK inh, no call of its own (marks repeat the call); inhibition, %; measured here: pilot screen replicates
DPM-DC inhibit pilot screen %: recorded beside DPM-DC inhibit, whose call it bears; inhibition, %; measured here: pilot screen trials
An asterisk follows results filed as active; i = inactive; . = no result given; + = active, no number; [ ] = remark or other dose. Unless noted, no stated cut-off is given here; in the data, active means cytotoxicity above about 50%; inactive means the rest.

SMILES | Bfl-1 inhibitors | HT1080 cytotoxicity | DPM-DC inhibit | TNAP inhibition | HPDE-C7 viability | PMK inhibit | KRASV12 cytotoxicity | LYP phosphatase | Spn MK inh | others
Cc1csc(SCC(=O)Nc2ccccn2)n1 | -11% | . | i | 3% | 3% | 6 | 2% | 13% | 6
CN1CCN(C(=O)C2CCN(S(=O)(=O)c3cnc[nH]3)CC2)CC1 | -7% | -1% | i | 7% | 1% | 17 | 4% | . | 7
COc1ccc2c3c(c(=O)oc2c1OCC(=O)C(C)(C)C)CCCC3 | -6% | 0% | . | 12% | 0% | 0 | 4% | 10% | 7
CC1(C)C=C(c2ccc(O)cc2)CC(C)(C)N1 | 1% | 3% | i | 6% | 1% | 0 | -4% | 12% | 6
Cc1occc1-c1nnc(SCC(=O)Nc2nccs2)n1CCc1ccccc1 | -3% | 35% | i | 18% | -19% | 13 | -11% | 14% | 11
CON(C)c1nc(Oc2ccc(=O)[nH]n2)nc(N(C)C)n1 | 1% | 6% | i | -3% | -12% | 5 | -16% | 3% | 7 | PMK inhibit pilot replicates=0.0;Spn MK inh pilot replicates=0.0;DPM-DC inhibit pilot screen %=3.5
CCNC(=O)CN(c1ccc(OC)c(OC)c1)S(=O)(=O)c1ccccc1 | -7% | -2% | i | 6% | -14% | 0 | -2% | 8% | 0
CCOC(=O)COc1ccc(Oc2nc(C)cc(OC)n2)nn1 | 2% | -4% | i | 1% | 0% | 13 | 0% | 5% | 0
CC(=O)C1C(c2ccncc2)NC(=O)NC1(O)C(F)(F)F (centres undefined) | -11% | 11% | i | 7% | -3% | 10 | -6% | . | 0
COC(=O)c1cn(CC(=O)NC2CCCCC2)c2ccccc12 | -3% | 16% | i | 8% | -10% | 19 | -16% | . | 3
COC(=O)c1[nH]c2ccc(C)cc2c1NC(=O)CN1CCCCC1C (centres undefined) | -1% | . | i | 6% | 0% | 11 | 3% | . | 8
COc1ccccc1CNC(=O)c1cnc2ccccn2c1=O | 5% | . | i | 15% | -2% | 1 | 4% | -4% | 7
Cc1ccc(S(=O)(=O)c2cc3c(=O)n4ccccc4nc3n(CC3CCCO3)c2=N)cc1C (centres undefined) | -15% | 16% | +[fluoresces] | 23% | 12% | 14 | 19% | 6% | 3 | PMK inhibit pilot replicates=3.5;Spn MK inh pilot replicates=0.0;DPM-DC inhibit pilot screen %=61*
CSCCC(NC(=O)C1CCC(C)CC1)C(=O)N1CCN(c2ccccn2)CC1 (centres undefined) | -3% | -2% | i | -9% | 0% | 10 | 8% | -7% | 0
O=C(NC1CCCCC1)C(c1ccc(F)cc1)N(Cc1ccco1)C(=O)Cn1nnc2ccccc21 (centres undefined) | -10% | -6% | i | 14% | -13% | 1 | -8% | . | 8
Cc1ccc(NC(=O)CCC(C(=O)O)N2C(=O)c3ccccc3C2=O)cc1 (centres undefined) | 0% | -13% | i | 6% | 6% | 0 | 8% | 6% | 12
Cc1ccccc1-n1c(SCc2ccccn2)nc2n[nH]c(C)c2c1=N | . | 0% | i | . | . | 24 | . | . | 0
CN(C)S(=O)(=O)c1ccc(NS(=O)(=O)/C=C/c2ccccc2)cc1 | 0% | -10% | i | 11% | -6% | 3 | -7% | 3% | 7
OC(CN1CCCCC1)CN(c1ccccc1)c1ccccc1 (centres undefined) | -5% | 5% | i | 10% | . | 8 | . | 5% | 19
Cc1c(NC(=O)CSc2nncc3ccccc23)c(=O)n(-c2ccccc2)n1C | . | 2% | i | . | . | 5 | . | . | 4
Cc1c(Br)cc(C(=O)NCCCN2CCOCC2)c(C)c1C | 1% | -6% | i | 3% | 1% | 0 | 8% | -9% | 0
CCOc1ccc(CNC23CN4CN(CN(C4)C2)C3)cc1 | 8% | 6% | i | 15% | -18% | 8 | -4% | 6% | 2
CCCCn1c(C(C)NC(=O)CCC)nc2ccccc21 (centres undefined) | -5% | -1% | i | -2% | -7% | 0 | 2% | . | 2
O=C(CN1C(=O)CSC1=O)c1ccccc1 | 0% | -7% | i | 7% | -15% | 14 | 5% | 7% | 2
O=C(NCCc1c[nH]c2ccccc12)C1CCN(c2nnc(N3CCCC3=O)s2)CC1 | -5% | -4% | i | 4% | 1% | 10 | -14% | 1% | 3
Cc1ccc2c(c1)C(O)(CC(=O)c1cccnc1)C(=O)N2 (centres undefined) | -6% | -35% | i | 3% | 4% | 8 | -12% | -8% | 7
O=C(CC1(O)C(=O)Nc2cc(Cl)cc(Cl)c21)c1ccccc1O (centres undefined) | 0% | -67% | i | 11% | -18% | 11 | -38% | -7% | 7
CN(C(=O)c1ccc(NC(=O)C2CC=CCC2C(=O)O)cc1)c1ccccc1 (centres undefined) | 4% | 2% | i | 7% | -2% | 3 | 2% | 27% | 14
COC(=O)c1ccc(-c2ccc(CNCC(O)c3ccccc3)o2)cc1 (centres undefined) | -6% | 2% | . | 13% | -7% | 9 | -2% | 6% | 6 | PMK inhibit pilot replicates=4.5;Spn MK inh pilot replicates=0.5
CC(C)Cn1c(=O)c(C(=O)Nc2ccccc2S(N)(=O)=O)c(O)c2ccccc21 | -19% | 1% | i | 18% | -6% | 0 | -16% | -9% | 0 | PMK inhibit pilot replicates=4.5;Spn MK inh pilot replicates=0.0;DPM-DC inhibit pilot screen %=2.0
O=C1c2ccccc2CN1CCNS(=O)(=O)c1ccc(Cl)cc1 | 1% | 9% | i | 7% | -17% | 13 | 2% | -4% | 12 | PMK inhibit pilot replicates=4.0;Spn MK inh pilot replicates=0.5;DPM-DC inhibit pilot screen %=0.5
O=C(Nc1ccc(Cl)cc1)Nc1ccc2c(c1)N1CCN=C1S2 | -3% | 6% | i | -12% | -4% | 8 | 4% | 3% | 7
CCc1ccc2nc(SCC(=O)N(CC)CC)c(C#N)cc2c1 | -5% | 0% | i | 12% | -3% | 0 | -1% | -1% | 2
CCC(c1nnnn1CCc1ccccc1)N1CCN(C(=O)c2ccco2)CC1 (centres undefined) | 9% | -14% | i | 12% | -12% | 13 | 7% | . | 7
CS(=O)(=O)N1CCN(C(=O)c2ccc(-c3ccccc3)cc2)CC1 | 3% | -1% | i | 8% | 2% | 0 | 4% | 10% | 0 | PMK inhibit pilot replicates=4.5;Spn MK inh pilot replicates=1.5;DPM-DC inhibit pilot screen %=2.5
CCCC(=O)Nc1c(O)c2ccccc2[nH]c1=O | 0% | -9% | i | 11% | -14% | 14 | 13% | . | 1
CCC(C)(C)n1nnnc1C(c1cc2cc(OC)c(OC)cc2[nH]c1=O)N1CCc2ccccc21 (centres undefined) | 1% | -11% | i | 7% | 11% | 16 | 13% | 13% | 7
O=C1c2ccccc2C(O)(Cc2ccccc2)N1CCCN1CCOCC1 (centres undefined) | -12% | 36% | i | 10% | 2% | 13 | 0% | 10% | 0
COc1ccc(NC(=O)c2ccco2)cc1NC(=O)c1ccc(Br)o1 | 4% | 0% | i | 15% | . | 9 | . | 2% | 9
Oc1c(I)cc(I)c2cccnc12 | 0% | . | i | 11% | 17µM* | 10 | 7.4µM* | 6% | 0 | PMK inhibit pilot replicates=5.0;Spn MK inh pilot replicates=0.0;DPM-DC inhibit pilot screen %=1.5
CN(C1CCS(=O)(=O)C1)S(=O)(=O)c1ccc(N2CCCC2=O)cc1 (centres undefined) | -2% | -6% | i | 8% | 7% | 3 | -9% | 5% | 9
O=C(CN1C2=NCCN2c2ccccc21)N1CCOCC1 | -13% | 5% | i | 18% | -9% | 7 | -8% | -22% | 0
CN(C)c1cc(O)c(C(=S)Nc2ccccc2)c(N(C)C)c1 | -4% | -3% | i | 11% | 10% | 0 | 11% | . | 2
CC(CN(C)Cc1ccccc1)OC(=O)c1ccc2c(c1)OCCO2 (centres undefined) | -8% | 0% | i | 12% | 10% | 0 | -4% | 2% | 5 | PMK inhibit pilot replicates=0.5;Spn MK inh pilot replicates=1.5;DPM-DC inhibit pilot screen %=0.5
CCOC(=O)c1cc2cc(C)ccc2[nH]1 | 5% | -7% | i | 1% | . | 3 | . | 11% | 6
CCc1nnc(NC(=O)c2ccncc2)s1 | -9% | -1% | i | 6% | . | 7 | . | 0% | 0
Cc1cc(C)c(S(=O)(=O)O)c(C)n1 | -10% | -10% | i | 9% | 9% | 5 | 2% | 4% | 0
COc1ccc(N2CCN(CCNC(=O)C3CCN(S(=O)(=O)c4cccs4)CC3)CC2)cc1 | 2% | 3% | i | 8% | -14% | 18 | -6% | 7% | 3

Of the compounds above, two contain a COOH group:
SMILES | Bfl-1 inhibitors | HT1080 cytotoxicity | DPM-DC inhibit | TNAP inhibition | HPDE-C7 viability | PMK inhibit | KRASV12 cytotoxicity | LYP phosphatase | Spn MK inh | others
Cc1ccc(NC(=O)CCC(C(=O)O)N2C(=O)c3ccccc3C2=O)cc1 (centres undefined) | 0% | -13% | i | 6% | 6% | 0 | 8% | 6% | 12
CN(C(=O)c1ccc(NC(=O)C2CC=CCC2C(=O)O)cc1)c1ccccc1 (centres undefined) | 4% | 2% | i | 7% | -2% | 3 | 2% | 27% | 14

New compounds follow
SMILES | Bfl-1 inhibitors | HT1080 cytotoxicity | DPM-DC inhibit | TNAP inhibition | HPDE-C7 viability | PMK inhibit | KRASV12 cytotoxicity | LYP phosphatase | Spn MK inh | others
CCC(C)NC(=O)c1cnn2c(C)c3c(nc12)CCCC3 (centres undefined) | 2% | -2% | . | 28% | 7% | 21 | 3% | 8% | 0
CCOC(=O)c1cc(-c2cc3ccccc3o2)n[nH]1 | -5% | -1% | i | 6% | 7% | 13 | 11% | 14% | 0
CCCCc1nc2ccccc2c(C(=O)O)c1C | 2% | 1% | i | 10% | -5% | 16 | -7% | . | 0
CCc1cccc2c3c([nH]c12)C(CC)(CC(=O)O)OCC3 (centres undefined) | -5% | -1% | i | 11% | -4% | 1 | 0% | 18% | 6 | PMK inhibit pilot replicates=1.0;Spn MK inh pilot replicates=0.0;DPM-DC inhibit pilot screen %=0.0
CC(=O)Nc1nc2ccccc2n1Cc1ccccc1C | -2% | 1% | i | 6% | 3% | 7 | 14% | 1% | 8
CCOc1cccc(-c2nc3cc(C)ccc3o2)c1 | -6% | -6% | i | 3% | 0% | 0 | -4% | -5% | 3
Cc1c(NC(=O)C(C)Sc2nnc(-c3ccccc3)o2)c(=O)n(-c2ccccc2)n1C (centres undefined) | 1% | 1% | i | 11% | 4% | 4 | 4% | . | 7
Cc1cc(SCC(=O)OCC(=O)N2CCN(C(=O)c3ccco3)CC2)c(C)cc1Br | -3% | -3% | i | 8% | 7% | 13 | -11% | 2% | 11
CC(=O)n1c2ccccc2c2c(C#N)c(N3CCCCC3)sc21 | 4% | 2% | i | 13% | . | 0 | . | 6% | 1
CNC(=O)c1cc(C)c(-c2ccccc2)s1 | -4% | 8% | i | 6% | 7% | 4 | -3% | 7% | 11
O=C(Cn1cc(C(=O)c2ccco2)c2ccccc21)NC1CCCC1 | -4% | 2% | i | 8% | 7% | 11 | -5% | . | 8
O=P(O)(CCc1ccccn1)CN1CCOCC1 | -1% | -12% | i | 2% | -16% | 0 | 2% | 12% | 6

Hits appear at their usual frequency; about 3.5% have a hit in one of these screens.
